Redox H2O2 prof = compounds producing H2O2 with reducing agent – biochemical, NIH compound library profiling, artefact control for MLSCN library redox annotation, primary screen | AID 878, 2007 | 200,000 tested, 0.03% active | activation, % at 10 µM | DTT-dependent redox cycling H2O2, phenol red/HRP absorbance; 100% = 100 µM peroxide control, 0% = buffer;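 active = activation of at least 50% relative to the plate's high and low controls in the primary single-dose screen; inactive = activation below 50%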;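 note: compound incubated with DTT at 0.8 mM final as the reducing agent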
STAT1 act = STAT1 signaling activators, primary screen, cell-based, HTS, luciferase reporter; NIH 3T3 STAT1-luciferase reporter, IFN-gamma, luminescence; 100% = IFN-gamma alone, no compound; activation (% of control), % at 5.5 µM; 200,000 tested, 2.6% active; AID 932, 2007;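 active = activation above the screen-wide mean activation plus 3 SD, cut at about 130% in these data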;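 note: raw ratio to IFN-gamma control signal so 100% means no change and 0% no light; values of inactives mirror those of a sister screen read the other way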
STAT3 activator = IL-6 driven STAT3 reporter potentiators, primary screen, U3A cells, luciferase, luminescence, MLSCN library; IL-6 STAT3-luciferase reporter; 100% = signal with IL-6 EC80 alone; activation (% of control), % at 5.6 µM; 190,000 tested, 0.91% active; AID 871, 2007;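 active = activation above the screen-wide mean of compound activation plus 3 SD, cut at about 130% in these data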;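 note: 0% = background luminescence of wells with medium and substrate only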
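System – human U3A cells carrying STAT3-luciferase construct · Probe or stimulus – Interleukin-6, 33 ng/mL · Schedule – compound 1 h, then IL-6 6 h at 37 °C · Signal – luminescence from STAT3-driven luciferase reporter · Evaluation – percent of IL-6-only median luminescence · Benchmarks – IL-6-only high control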
APP 5'UTR act = activators of APP 5'UTR luciferase reporter, primary screen, SH-SY5Y cells | SH-SY5Y APP 5'UTR luciferase reporter, luminescence; zero percent = DMSO vehicle wells | activation, % at 2 µM | 190,000 tested, 1% active | AID 1276, 2008;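 active = activation above a set limit, based on mean plus 3 SD of controls, cut at about 140% in these data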; note: values of inactives mirror those of a sister screen read the other way
NF-kB expr up = activators of NF-kB expression in neurons, primary screen, cell-based, HTS | human neuronal cells, NF-kB reporter expression; stronger effect = higher value | 190,000 tested, 1.6% active | fold change at 12.5 µM; in the data active = fold change above about 3.3
STAT1 inh = STAT1 signaling inhibitors, primary screen, cell-based, HTS, luciferase reporter | 200,000 tested, 0.35% active | NIH 3T3 STAT1-luciferase reporter, IFN-gamma, luminescence | AID 920, 2007 | inhibition, % at 5.5 µM;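 active = inhibition above a set limit, the mean inhibition across all tested compounds plus 3 SD, cut at about 34% in these data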;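 note: 0% = IFN-gamma with DMSO and 100% = IFN-gamma with 300 µM nifuroxazide; values of inactives mirror those of a sister screen read the other way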
STAT3 blocker = IL-6 driven STAT3 reporter inhibitors, primary screen, U3A cells, luciferase, luminescence, MLSCN library; IL-6 STAT3-luciferase reporter; host cell line lacks STAT1; inhibition, % at 5.5 µM; AID 862, 2007; 190,000 tested, 0.89% active;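 active = inhibition above the mean inhibition across all screened compounds plus 3 SD, cut at about 44% in these data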;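 note: 0% = DMSO only wells and 100% = 100 µM nifuroxazide control wells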
HMGR II inh = inhibitors of E. faecalis class II HMGR, primary screen, biochemical, Enterococcus faecalis; purified E. faecalis HMGR, NADPH absorbance 340 nm kinetic; inhibition, % at 10 µM; 190,000 tested, 0.41% active; AID 1066, 2008;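 active = inhibition above a set limit, the median over all tested compounds plus 3 SD, cut at about 9.5% in these data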;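 note: enzyme runs in reverse so mevalonate oxidation gives rising NADPH absorbance; 0% = complete reaction with DMSO and 100% = background rate lacking mevalonate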
Hsp70 act = Hsp70 transcriptional activators, primary screen, cell-based, HeLa, Hsp70 promoter luciferase, luminescence, 10 µM | HeLa Hsp70 promoter luciferase reporter; scaled: vehicle 0, proteasome-inhibitor control 100% | activation, % at 10 µM | 200,000 tested, 0.04% active;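 active = activation above the mean across all tested compounds plus 3 SD, cutoff set per campaign, cut at about 5.5% in these data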;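 note: 100% = MG132 at 30 µM as the positive control and 0% = DMSO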
TLR4-MyD88 BLA = inhibitors of TLR4-MyD88 association in cells, primary screen, cell-based, HeLa CL3-4, BLA complementation, FRET ratio | Toll-like receptor 4 (Homo sapiens) + Myeloid differentiation primary response protein … | HeLa CL3-4 TLR4/MyD88 BLA complementation | inhibition, % at 8.4 µM | 200,000 tested, 0.18% active; in the data active = inhibition above about 25%;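 note: 0% = vehicle and 100% = reference inhibitor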
Target sequence (O00206 whole entry, looked up): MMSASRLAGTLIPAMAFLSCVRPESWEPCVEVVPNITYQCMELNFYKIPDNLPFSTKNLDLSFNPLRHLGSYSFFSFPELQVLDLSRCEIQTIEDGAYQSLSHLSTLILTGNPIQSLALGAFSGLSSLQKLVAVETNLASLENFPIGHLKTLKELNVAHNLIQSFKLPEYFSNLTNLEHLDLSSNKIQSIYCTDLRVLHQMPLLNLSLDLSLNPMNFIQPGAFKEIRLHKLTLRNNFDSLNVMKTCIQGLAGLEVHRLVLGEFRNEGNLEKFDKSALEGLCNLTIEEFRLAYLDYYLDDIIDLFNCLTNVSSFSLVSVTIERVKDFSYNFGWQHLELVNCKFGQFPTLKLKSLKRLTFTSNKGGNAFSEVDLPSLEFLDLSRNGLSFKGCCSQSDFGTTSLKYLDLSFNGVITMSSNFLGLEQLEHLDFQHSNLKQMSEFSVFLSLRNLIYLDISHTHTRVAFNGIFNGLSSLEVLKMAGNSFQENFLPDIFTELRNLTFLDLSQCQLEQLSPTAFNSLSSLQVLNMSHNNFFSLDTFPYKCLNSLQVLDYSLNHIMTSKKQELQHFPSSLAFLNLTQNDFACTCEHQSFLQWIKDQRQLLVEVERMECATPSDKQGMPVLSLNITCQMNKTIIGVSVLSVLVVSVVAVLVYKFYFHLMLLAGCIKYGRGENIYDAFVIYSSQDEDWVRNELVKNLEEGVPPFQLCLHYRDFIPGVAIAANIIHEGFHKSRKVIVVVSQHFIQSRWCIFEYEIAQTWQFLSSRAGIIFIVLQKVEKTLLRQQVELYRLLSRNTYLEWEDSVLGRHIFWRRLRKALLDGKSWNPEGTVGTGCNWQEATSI
Target sequence (Q99836 whole entry, looked up): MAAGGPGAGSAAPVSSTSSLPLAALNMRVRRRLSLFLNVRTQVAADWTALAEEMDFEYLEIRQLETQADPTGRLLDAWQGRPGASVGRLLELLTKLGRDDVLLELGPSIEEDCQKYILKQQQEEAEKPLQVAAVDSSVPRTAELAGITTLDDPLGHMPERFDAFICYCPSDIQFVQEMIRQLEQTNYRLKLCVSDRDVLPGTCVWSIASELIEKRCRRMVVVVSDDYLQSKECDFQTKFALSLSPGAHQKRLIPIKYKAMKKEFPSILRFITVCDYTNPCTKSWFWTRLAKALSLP
Numbers without * were called inactive; · = not tested or not shown.

Molecule | Hsp70 act | HMGR II inh | Redox H2O2 prof | APP 5'UTR act | STAT3 blocker | STAT3 activator | STAT1 inh | STAT1 act | TLR4-MyD88 BLA | NF-kB expr up
Cc1cc(C)c2cc(CN(CC3CCCO3)S(=O)(=O)c3ccc4c(c3)OCCO4)c(=O)[nH]c2c1 (configuration not stated) | -0.1 | -0.3 | 0.8 | 12.5 | -6.7 | 108.2 | -12.4 | 111.4 | 1.1 | 0.76
O=C1CC(c2cc([N+](=O)[O-])ccc2Cl)c2c(ccc3ccccc23)N1 (configuration not stated) | -0.2 | -6.8 | 1.1 | -25.3 | -2.1 | 103.6 | 5.9 | 94.8 | -14.3 | 1.06
Cc1noc(C)c1CSc1ncnc2sc3c(c12)CCC(C)C3 (configuration not stated) | 0.1 | -2.6 | -0.2 | -13.9 | -0.2 | 98.2 | 4.3 | 98.1 | -15.8 | 1.67
CC(C)C(=O)N1CCC(c2nc(-c3ccc(S(=O)(=O)N4CCN(C)CC4)cc3)no2)CC1 | -0.4 | -6.5 | -0.6 | -7.0 | 1.3 | 100.0 | -1.0 | 99.5 | -5.9 | 1.07
COCCn1c(SCC(=O)c2cc(C)n(C)c2C)nc2ccccc2c1=O | 0.1 | -3.1 | -0.5 | 11.8 | -1.0 | 102.6 | -13.3 | 111.8 | -4.1 | 1.13
COC(=O)C1=C(C(=O)OC)C2(OC1c1cccc(F)c1)C(=O)c1ccccc1C2=O (configuration not stated) | -0.4 | 0.1 | -2.3 | 4.2 | -3.5 | 104.1 | 5.3 | 95.1 | -5.9 | 0.96
Nn1c(Cc2ccc(F)cc2)n[nH]c1=S | -0.3 | -8.5 | -1.8 | -5.9 | 1.2 | 105.0 | -3.3 | 101.7 | -3.7 | 0.91
C=C(C)c1cccc(C(C)(C)NC(=O)NCCN(CC)CC)c1 | -0.3 | -3.5 | -2.9 | 1.6 | -4.9 | 103.7 | 4.4 | 96.0 | -2.0 | 1.1

Compounds above that contain an NH in an aromatic ring, in the order listed:
Molecule | Hsp70 act | HMGR II inh | Redox H2O2 prof | APP 5'UTR act | STAT3 blocker | STAT3 activator | STAT1 inh | STAT1 act | TLR4-MyD88 BLA | NF-kB expr up
Cc1cc(C)c2cc(CN(CC3CCCO3)S(=O)(=O)c3ccc4c(c3)OCCO4)c(=O)[nH]c2c1 (configuration not stated) | -0.1 | -0.3 | 0.8 | 12.5 | -6.7 | 108.2 | -12.4 | 111.4 | 1.1 | 0.76
Nn1c(Cc2ccc(F)cc2)n[nH]c1=S | -0.3 | -8.5 | -1.8 | -5.9 | 1.2 | 105.0 | -3.3 | 101.7 | -3.7 | 0.91

The listing picks up, starting 5 compounds before the break.
Molecule | Hsp70 act | HMGR II inh | Redox H2O2 prof | APP 5'UTR act | STAT3 blocker | STAT3 activator | STAT1 inh | STAT1 act | TLR4-MyD88 BLA | NF-kB expr up
CC(C)C(=O)N1CCC(c2nc(-c3ccc(S(=O)(=O)N4CCN(C)CC4)cc3)no2)CC1 | -0.4 | -6.5 | -0.6 | -7.0 | 1.3 | 100.0 | -1.0 | 99.5 | -5.9 | 1.07
COCCn1c(SCC(=O)c2cc(C)n(C)c2C)nc2ccccc2c1=O | 0.1 | -3.1 | -0.5 | 11.8 | -1.0 | 102.6 | -13.3 | 111.8 | -4.1 | 1.13
COC(=O)C1=C(C(=O)OC)C2(OC1c1cccc(F)c1)C(=O)c1ccccc1C2=O (configuration not stated) | -0.4 | 0.1 | -2.3 | 4.2 | -3.5 | 104.1 | 5.3 | 95.1 | -5.9 | 0.96
Nn1c(Cc2ccc(F)cc2)n[nH]c1=S | -0.3 | -8.5 | -1.8 | -5.9 | 1.2 | 105.0 | -3.3 | 101.7 | -3.7 | 0.91
C=C(C)c1cccc(C(C)(C)NC(=O)NCCN(CC)CC)c1 | -0.3 | -3.5 | -2.9 | 1.6 | -4.9 | 103.7 | 4.4 | 96.0 | -2.0 | 1.1
CCS(=O)(=O)N1Cc2ccccc2CC1C(=O)Nc1ccc(OC)cc1 (configuration not stated) | -0.1 | -4.9 | 5.7 | -18.2 | 3.9 | 98.0 | -15.4 | 113.2 | 4.6 | 1.1
COc1ccc(-c2noc(CN(C(=O)C(C)(C)C)C(C)C)n2)cc1 | 0.0 | -7.4 | 0.9 | 16.8 | -3.0 | 106.1 | -3.8 | 103.5 | 3.0 | 1.29
CCCCP(=O)(CCCC)Cc1ccccc1O | 0.4 | -2.8 | -3.6 | 6.7 | -0.7 | 104.7 | 4.8 | 95.6 | -10.5 | 0.93
OCCN(Cc1ccccc1)Cc1cccc(F)c1 | -0.3 | 0.9 | 2.4 | 7.7 | 15.2 | 90.3 | 3.4 | 96.9 | 10.0 | 1.01
O=c1cnn(-c2ccc(Cl)cc2Cl)c(-c2ccccc2)c1 | -0.3 | 1.9 | -14.5 | -19.8 | 5.1 | 102.1 | -0.6 | 100.6 | -1.6 | 1.44
CCCCCN(C(=O)NC(=O)NC(C)CC)S(C)(=O)=O (configuration not stated) | -0.3 | 2.4 | 0.3 | -3.0 | 10.8 | 94.1 | 0.5 | 99.5 | 5.2 | 1.09
OC1CCN(C(c2ccc3ncccc3c2)c2nnnn2C2CCCCC2)CC1 (configuration not stated) | 0.4 | -5.8 | -1.0 | -4.7 | -0.3 | 104.7 | -8.9 | 108.1 | 13.0 | 1.41
Cc1ccc(OCCCC(=O)Nc2ccc(S(N)(=O)=O)cc2)cc1 | -0.2 | -6.2 | -0.3 | 14.9 | -9.6 | 109.5 | -2.2 | 100.6 | -17.8 | 1.05
CCN(CC)C(=O)Cn1cnc([N+](=O)[O-])n1 | -0.5 | 2.2 | -0.4 | -4.5 | 10.8 | 96.4 | -0.6 | 100.5 | -9.6 | 1.16
CCOC(=O)c1cnc2c(Cl)cccc2c1NCCN1CCOCC1 | -0.2 | -2.3 | -0.5 | 2.6 | 3.5 | 100.3 | 0.1 | 99.9 | -11.0 | 1.08
Cn1c(CN2CCOCC2)nc2cc(NC(=O)COc3ccc([N+](=O)[O-])cc3)ccc21 | -0.5 | -0.7 | 0.4 | -16.5 | 16.6 | 90.0 | 1.9 | 95.6 | 10.2 | 0.9
O=[N+]([O-])c1ccc(Cl)c(C2Nc3cccc4cccc(c34)N2)c1 | -0.2 | -1.5 | -5.3 | -4.7 | 17.8 | 89.4 | 15.4 | 86.2 | 5.6 | 1.08
Cc1ccc(NC(=O)c2ccc(C(C)(C)C)cc2)cc1[N+](=O)[O-] | -0.2 | 1.2 | 0.4 | 81.2 | 0.0 | 102.0 | -31.3 | 127.9 | -4.1 | 2.11
CC1CCN(Cc2nc3c(c(=O)n(C)c(=O)n3C)n2Cc2c(F)cccc2Cl)CC1 | -0.3 | · | 0.1 | -6.6 | 4.6 | 99.6 | 5.6 | 94.9 | -1.6 | ·
CC(C)N1CCNCC1 | 0.1 | -4.7 | 0.3 | 4.9 | 6.1 | 96.8 | -1.5 | 99.7 | 4.0 | 1.34
COc1cc(NC(=O)Cn2c(=O)n(-c3cccc(C)c3)c(=O)c3c(C)c(C)sc32)cc(OC)c1 | -0.2 | 3.0 | 1.0 | -8.8 | -0.9 | 98.6 | 10.3 | 90.8 | 0.9 | 1

Looked up above.
Redox H2O2 prof result of `CC(C)N1CCNCC1` : 0.3
STAT3 activator result of `COc1cc(NC(=O)Cn2c(=O)n(-c3cccc(C)c3)c(=O)c3c(C)c(C)sc32)cc(OC)c1` : 98.6
